Screens (PubChem BioAssay)
Rpn11 block: Rpn11 (human) deubiquitinase inhibition. calls only at 20 µM. O00487. human 26S proteasome, Ub4-pepOG fluorescence polarization; 20S core pre-blocked with epoxomicin. 360,000 tested, 0.59% active. AID 588493;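 active means inhibition at 20 µM, scaled to each plate's controls, above about 33%, limit read from the data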
Target sequence (O00487 whole entry, looked up): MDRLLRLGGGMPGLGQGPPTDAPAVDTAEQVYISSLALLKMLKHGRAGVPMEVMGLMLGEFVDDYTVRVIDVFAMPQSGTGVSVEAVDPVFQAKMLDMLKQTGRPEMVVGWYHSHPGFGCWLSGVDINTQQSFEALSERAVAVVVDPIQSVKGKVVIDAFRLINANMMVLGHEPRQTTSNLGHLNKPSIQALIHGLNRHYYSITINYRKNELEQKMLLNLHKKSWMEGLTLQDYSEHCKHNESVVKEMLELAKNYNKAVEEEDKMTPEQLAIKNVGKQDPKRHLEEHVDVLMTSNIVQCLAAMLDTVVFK
CSN inh: CSN deneddylation inhibition. 360,000 tested, 0.38% active. inhibition, % at 12.5 µM. Q92905. Purified CSN, SCF-Nedd8-OG deneddylation, fluorescence polarization;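 active means pattern-corrected inhibition above about 35%, with an unprinted fluorescence ratio check between 0.5 and 1.5, limit read from the data, passing the limit was not always enough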;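 further: 0% = enzyme with substrate and 100% = substrate without enzyme; some results filed as inactive read as strong as hits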
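Material: purified human Csn5 enzyme expressed in HEK293T cells / Medium: Tris buffer pH 7.5, NaCl, DTT, Tween-20, trehalose, ovalbumin / Compound dosing: 12.5 µM single point / Schedule: 90 min incubation of compound, enzyme and substrate at room temperature / Signal: fluorescence polarization of the substrate / Control set: no-enzyme wells high, enzyme-with-substrate wells low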
SUMO1-SIM PPI: modulators of human SUMO1-mediated protein-protein interactions; P63165; SUMO1 binding to a labelled peptide, TR-FRET, 1 h; inhibition, % at 20 µM; 360,000 tested, 0.33% active; in the data active means inhibition above about 37%
LMPTP inh: LMPTP (human) inhibition; P24666; recombinant LMPTP-A, OMFP fluorogenic substrate, fluorescence intensity; inhibition, % at 20 µM; 360,000 tested, 0.22% active; AID 651560;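 active means compounds that cut the enzyme signal by at least half of the control window in the single-dose screen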;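 further: plate controls were DMSO wells with enzyme plus substrate for no effect and substrate without enzyme for full effect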
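Assay system: LMPTP-A phosphatase enzyme | Input: 0.625 nM enzyme | Also added: Fluorogenic phosphatase substrate OMFP at 400 µM final | Compound dosing: One test concentration per compound, 20 µM, with 3% DMSO overall | Schedule: 50 min enzyme reaction at room temperature, protected from light | Signal: Fluorescence intensity | Benchmarks: no-enzyme and uninhibited controls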
NadD inh: inhibitors of Staphylococcus aureus NadD; AID 602399; purified NadD enzyme, colorimetric absorbance read-out; 360,000 tested, 0.78% active; inhibition, % at 20 µM; in the data active means inhibition above about 26%; further: some compounds past the cut are filed as inactive
STEP inh: inhibitors of human striatal-enriched phosphatase STEP; 360,000 tested, 0.25% active; inhibition, % at 20 µM; recombinant STEP, OMFP fluorogenic substrate, fluorescence; P54829;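 active means inhibition at 20 µM, scaled per plate between control wells, above about 37%, limit read from the data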;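 further: 0% = DMSO with enzyme and substrate and 100% = substrate only without enzyme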
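Measure: Control-normalized % inhibition with plate pattern correction | Test system: STEP phosphatase, cell-free reaction | Medium: pH 6.0 Bis-Tris with DTT and Tween 20 | Technique: Fluorescence, 480/540 nm | Times: Reaction 20 min, ambient temperature | Doses: Single compound dose of 20 µM, 1% DMSO final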
Rin1 Abl inh: human Rin1-Abl interaction inhibition; 360,000 tested, 0.4% active; inhibition, % at 7.35 µM; P00519+Q13671; TR-FRET Rin1/Abl binding, biochemical; AID 588664; in the data active means inhibition above about 5%, passing the limit was not always enough
DNMT1 block: blocks human DNA methyltransferase DNMT1. 360,000 tested, 0.83% active. AID 588458. DNMT1 molecular beacon, Hinp1I cleavage, fluorescence. P26358. inhibition (reported as % activation of signal), % at 10 µM; in the data active means inhibition above about 50%
Scp-1 inhibitor: inhibitors of human Scp-1 phosphatase; Recombinant Scp1, phosphopeptide, malachite green phosphate absorbance; Q9GZU7; inhibition, % at 20 µM; 340,000 tested, 0.88% active; AID 493091;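 active means inhibition above about 50% at 20 µM, limit read from the data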;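 further: plate controls were DMSO wells with enzyme for no effect and wells lacking enzyme for full effect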
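System: SCP-1 catalytic domain; Reagent: Phospho 17-mer peptide substrate; Doses: one concentration, 20 µM, with 1.0% DMSO; Incubation: 45 min room-temperature reaction, 5 min colour, 30 min stabiliser; Signal: Phosphate-binding colour reagent, absorbance read at 630 nm.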
Neddyl block: cullin neddylation inhibition; calls only at 25 µM; P61081+Q13564; TR-FRET cullin neddylation, biochemical; 360,000 tested, 0.58% active; in the data active means inhibition above about 36%
Target sequence (P61081 whole entry, looked up): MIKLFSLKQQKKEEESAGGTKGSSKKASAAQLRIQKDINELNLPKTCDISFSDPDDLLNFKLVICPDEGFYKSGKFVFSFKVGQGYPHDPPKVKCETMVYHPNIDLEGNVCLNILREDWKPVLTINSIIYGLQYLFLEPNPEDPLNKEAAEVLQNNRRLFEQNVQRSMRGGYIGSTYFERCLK
Target sequence (Q13564 whole entry, looked up): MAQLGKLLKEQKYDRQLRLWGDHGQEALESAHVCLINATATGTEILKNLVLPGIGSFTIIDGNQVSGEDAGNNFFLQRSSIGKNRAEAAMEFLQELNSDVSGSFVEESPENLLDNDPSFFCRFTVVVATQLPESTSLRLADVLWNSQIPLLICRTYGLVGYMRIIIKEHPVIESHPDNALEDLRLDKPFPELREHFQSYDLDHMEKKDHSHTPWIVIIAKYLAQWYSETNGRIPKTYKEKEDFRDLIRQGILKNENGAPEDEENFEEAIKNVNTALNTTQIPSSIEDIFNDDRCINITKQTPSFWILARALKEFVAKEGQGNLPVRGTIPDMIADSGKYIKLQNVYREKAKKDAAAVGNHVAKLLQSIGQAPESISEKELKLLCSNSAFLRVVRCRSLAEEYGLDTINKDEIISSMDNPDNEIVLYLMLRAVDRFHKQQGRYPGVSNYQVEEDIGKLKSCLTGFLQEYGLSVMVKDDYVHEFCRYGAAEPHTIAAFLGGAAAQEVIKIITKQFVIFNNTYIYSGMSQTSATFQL
The depositor's hits bear a star; i = inactive; · = not tested or not shown; & = joins results of further samples.

SMILES | Rpn11 block | CSN inh | SUMO1-SIM PPI | LMPTP inh | NadD inh | STEP inh | Rin1 Abl inh | DNMT1 block | Scp-1 inhibitor | Neddyl block
Cn1nnnc1SCC(=O)Nc1ccccc1[N+](=O)[O-] | i | -2.6 | -25.3 | 0.3 | 3.2 | -2.1 | 2.2 | 3.4 | -5.9 | i
COC(=O)C1=C(C)NC(C)=C(C(=O)OC)C1C(=O)OCCN1C(=O)c2ccccc2C1=O | i | 1.1&3.5 | -5.7&-7.6 | -1.0&-1.0 | -0.8&-4.5 | -2.5&-4.9 | -2.5&2.8 | 0.1&6.0 | -6.7&3.0 | i
CCc1ccc2c(c1)NC(=O)C2(C)Cc1ccc(Cl)cc1 (stereo not drawn) | i | -0.3 | -3.0 | -1.1 | -1.2 | -6.0 | -3.0 | -1.6 | · | i
CCCN1CCN(S(=O)(=O)c2cc3c(cc2C)NC(=O)CO3)CC1 | i | 1.6 | -1.3 | -1.9 | -2.9 | -1.1 | -2.1 | 2.9 | -9.2 | i
OCCN1CCN(c2ncnc3sc4c(c23)CCCC4)CC1 | i | -1.8 | -4.0 | -0.9 | -5.2 | 1.3 | -0.7 | -1.8 | -7.5 | i
COc1ccc(NS(=O)(=O)c2cccc(C(=O)NNC(=O)CNC(=O)c3cccc(C)c3)c2)cc1 | i | 3.8 | -0.3 | 0.4 | -3.5 | -1.8 | 0.4 | -1.4 | -7.6 | i
Cc1cc(NC(=O)Nc2cccc(C(F)(F)F)c2)no1 | i | -4.5 | -1.1 | 0.1 | -3.2 | -0.9 | 0.2 | 1.2 | 3.4 | i
O=C(Nc1cccc(C(F)(F)F)c1)C1CCCCC1 | i | 2.0 | -2.7 | -0.9 | -5.9 | 3.1 | 1.3 | -4.5 | -14.5 | i
CCNC(=O)NC(=O)C(C)Oc1ccc(C(=O)OC)cc1 (stereo not drawn) | i | 0.6 | 1.0 | -0.4 | -1.8 | -3.8 | 0.5 | 1.1 | -4.2 | i
Cc1noc(C(C)C)c1C(=O)Nc1ccc(-c2nnc3n2CCCCC3)cc1 | i | -2.3 | 30.1 | -2.1 | -2.5 | -3.0 | 1.1 | -0.6 | -3.4 | i
CCCc1nnc(SCC(=O)Nc2ccccc2F)o1 | i | 2.5 | -0.9 | -0.9 | 3.1 | -1.5 | 2.1 | 0.5 | -3.1 | i
CCN1CCN(c2nc3ccccc3nc2NS(=O)(=O)c2ccc(NC(C)=O)cc2)CC1 | i | 6.4 | -8.1 | 1.9 | -5.3 | -1.0 | -4.1 | 1.3 | 3.1 | i
Cn1c2ccccc2c2nnc(NN)nc21 | i | 5.7 | -3.2 | 5.4 | 3.3 | 0.2 | -4.7 | 5.7 | -2.2 | i
O=C(CCNC(=O)C1CCN(S(=O)(=O)c2ccccc2)CC1)NCc1cccc(Cl)c1 | i | 1.8 | 3.2 | -1.5 | -0.3 | -0.4 | -0.2 | -1.0 | -2.0 | i
CCOc1ccccc1OCC(=O)Nc1nc2ccccc2[nH]1 | i | -2.2 | 0.9 | -0.4 | -4.5 | -1.7 | 3.8 | -0.2 | -8.6 | i

Profiles, quoted from the list.
COc1ccc(NS(=O)(=O)c2cccc(C(=O)NNC(=O)CNC(=O)c3cccc(C)c3)c2)cc1 reads Rpn11 block = i; CSN inh = 3.8; SUMO1-SIM PPI = -0.3; LMPTP inh = 0.4; NadD inh = -3.5; STEP inh = -1.8; Rin1 Abl inh = 0.4; DNMT1 block = -1.4; Scp-1 inhibitor = -7.6; Neddyl block = i
Cc1noc(C(C)C)c1C(=O)Nc1ccc(-c2nnc3n2CCCCC3)cc1 reads Rpn11 block = i; CSN inh = -2.3; SUMO1-SIM PPI = 30.1; LMPTP inh = -2.1; NadD inh = -2.5; STEP inh = -3.0; Rin1 Abl inh = 1.1; DNMT1 block = -0.6; Scp-1 inhibitor = -3.4; Neddyl block = i

(list continues)
SMILES | Rpn11 block | CSN inh | SUMO1-SIM PPI | LMPTP inh | NadD inh | STEP inh | Rin1 Abl inh | DNMT1 block | Scp-1 inhibitor | Neddyl block
Cc1ccc(S(=O)(=O)N2CCN(C(=O)CSc3nc4ccccc4c(=O)[nH]3)CC2)c(C)c1 | i | 3.2 | 2.0 | -0.1 | 1.5 | 1.9 | -1.3 | 1.8 | -2.2 | i
O=C(COC(=O)CNC(=O)C1CCCCC1)Nc1ccc(Cl)cc1F | i | -10.2 | -4.1 | -0.8 | 0.6 | -1.6 | -4.2 | 0.8 | -0.8 | i
COCCn1c(=S)[nH]c2cc(C(=O)NCCc3ccccc3)ccc2c1=O | i | -2.6 | -5.0 | -0.1 | -4.9 | 1.9 | 3.5 | -1.3 | -7.5 | i
CC(C)(C)NC(=O)CSc1nnc(Cc2ccc3c(c2)OCO3)n1C1CCCCC1 | i | 1.4 | 2.2 | -1.5 | -1.7 | -1.5 | 0.7 | 2.6 | -2.8 | i
CCC(=O)Nc1cc(-c2nnc(OC)c3ccccc23)ccc1N1CCOCC1 | i | 3.0 | -1.6 | 0.6 | -8.5 | -1.1 | 1.8 | 3.1 | -9.2 | i
O=C(NC1CCCCC1)c1cccc2c(-c3ccc(F)c(F)c3)coc12 | i | 5.4 | 8.7 | 5.7 | 1.5 | 8.2 | 3.8 | 1.9 | · | i
CCn1c(=O)c2cc(C(=O)NCCC(C)C)sc2c2ccccc21 | i | 0.4 | -13.0 | 1.2 | -10.3 | -2.0 | 0.5 | -0.3 | -3.7 | i
CCOc1ccc(NS(=O)(=O)c2c(C(=O)N3CCCCCC3)c(C)n(C)c2C)cc1 | i | -9.1 | 5.4 | -0.6 | 5.4 | 1.1 | 4.3 | 0.5 | -4.0 | i
CC(C)(C)NC(=O)C(=O)N/N=C/c1ccc(Br)cc1 | i | 1.9 | -8.0 | -1.0 | -3.9 | -7.2 | -0.4 | 1.3 | 0.6 | i
CC(C)(C)OC(=O)N1CC=C2C(C#N)=C(N)C(C#N)(C#N)[C@H](c3cccnc3)[C@H]2C1 | i | -4.5 | -7.7 | -3.9 | -1.7 | -3.1 | -4.1 | 2.5 | -4.4 | i
Cc1ccc(Cn2nc(C)c(NC(=O)CCCn3nc(C)c([N+](=O)[O-])c3C)c2C)cc1 | i | -4.1 | -1.8 | -1.2 | 1.5 | -2.7 | -4.2 | 3.6 | 0.0 | i
Cc1nc(NC(=O)COC(=O)C2=NNC(=O)CC2)c(Cl)cc1Cl | i | 5.3 | 2.8 | -0.8 | -2.4 | -0.9 | 2.8 | 3.6 | 2.6 | i
CN(C)C(=O)C1CC(=O)OC12CCCCC2 (stereo not drawn) | i | -0.7 | -0.1 | -0.1 | -4.9 | 0.6 | 2.0 | 3.6 | -7.0 | i
COc1ccccc1C(=O)NC1CCCCCCC1 | i | -3.0 | 0.1 | -1.4 | 0.4 | 1.8 | 0.7 | 0.5 | 0.6 | i
CCN(CC)S(=O)(=O)c1ccc(N2CCCC2)c(NC(=O)c2c(-c3ccccc3)noc2C)c1 | i | 0.9 | 1.3 | 2.4 | 2.1 | -0.5 | -1.6 | -0.4 | -9.8 | i
CCCCSc1nc(SCC(=O)NCc2ccco2)c2c3c(sc2n1)COC(C)(CC)C3 (stereo not drawn) | i | 7.8 | 2.0 | 3.3 | 16.1 | -0.8 | -11.8 | 28.2 | 24.2 | i
COc1ccc(CNS(=O)(=O)CCNCc2ccco2)cc1 | i | -1.9 | -1.8 | -1.2 | -3.7 | -0.8 | -1.5 | 5.3 | -1.9 | i
CCC(C)(C)NC(=O)C(c1ccc(O)cc1)N(CCOC)C(=O)CCC(=O)Nc1nccs1 (stereo not drawn) | i | 1.7 | 0.6 | 0.1 | -6.2 | 1.6 | -1.1 | -0.5 | -9.0 | i
Cc1c(C(=O)OCc2nc3ccsc3c(=O)[nH]2)oc2ccccc12 | i | -4.4 | 7.8 | -1.3 | -0.5 | 3.9 | -3.3 | 4.0 | -6.1 | i
C=CCN1CCN(Cc2cnc(Cl)s2)CC1 | i | 2.8 | -0.7 | -0.7 | 1.3 | -3.1 | 3.4 | 3.5 | 0.2 | i
CCOc1ccc(C2C(C#N)=C(N)SC(N)=C2C#N)c(OCC)c1 | · | 129.0 | -15.6 | -0.8 | 3.9 | -39.5 | -13.3 | -10.6 | -4.2 | i
Cc1ccc(N(C)S(=O)(=O)c2ccc3c(c2)NC(=O)C(C)S3)cc1 (stereo not drawn) | i | 4.2 | 0.5 | -0.4 | -11.5 | 1.1 | 2.4 | -0.2 | 8.3 | i
CC(Sc1nc(-c2ccccc2)cc(C(F)(F)F)n1)C(=O)N1CCOCC1 (stereo not drawn) | i | -3.6 | 2.0 | -0.9 | 1.6 | 3.6 | 0.5 | 2.7 | -2.2 | i
COc1ccccc1CNC(=O)CNC(=O)c1ccc(Br)o1 | i | 1.7 | -1.3 | -0.9 | -1.0 | -3.1 | 0.8 | 1.0 | -2.4 | i
C[C@H](O)[C@@H]1C(=O)N2CCc3c([nH]c4ccccc34)[C@@H]2C[C@@H]1N(C)C(=O)Nc1cc(Cl)cc(Cl)c1 | i | -2.0 | 0.3 | 3.3 | 6.7 | 4.3 | 0.0 | -4.8 | · | ·
COCCNC(=O)C(c1ccco1)N(C(=O)Cn1nnc2ccccc21)c1cc(C)ccc1C (stereo not drawn) | i | -0.9 | -1.9 | 0.1 | 3.7 | -2.9 | -0.2 | -4.4 | -7.7 | i
Cc1onc(NC(=O)CSCC(=O)O)c1Br | i | -3.2 | -3.7 | -0.3 | -1.7 | -0.1 | -5.2 | -2.3 | 4.5 | i
CNC(=S)Nc1cc(OC)c(NC(=O)c2ccco2)cc1OC | i | -2.7 | 0.8 | 0.2 | 0.8 | -1.4 | -0.9 | -0.9 | -1.4 | i
Cc1ccc(CNC(=O)C2CCC(CNS(=O)(=O)c3cccc4cccnc34)CC2)cc1 (stereo not drawn) | i | -2.4 | -1.7 | 0.6 | -0.5 | 1.2 | -6.6 | -3.4 | -3.4 | i
O=C(CNc1ccccc1)NNC1=NCCC1 | i | 1.8 | 1.0 | -0.6 | -5.5 | -0.4 | 0.2 | -1.0 | -3.4 | i
COCCOC(=O)C1=C(C)N(Cc2ccccc2)C(=O)NC1c1cccc(OC)c1OC (stereo not drawn) | i | 2.8 | -2.2 | -0.7 | 1.2 | -6.9 | 6.6 | 3.1 | -4.3 | i
CN(Cc1ccc([N+](=O)[O-])cc1)c1ccccc1 | i | -3.8 | -19.0 | 1.2 | 0.5 | -1.4 | -1.2 | -0.8 | 0.5 | i
COC(=O)[C@H](Cc1ccccc1)NC(=O)[C@@H]1C[C@H]1[C@@H](NC(=O)OCc1ccccc1)c1ccccc1 | i | 3.4 | 1.0 | -0.3 | -7.0 | 0.0 | 0.3 | 27.8 | 1.9 | i
CCN(CC)CCCN1C=C2C(=O)C(C)(OC(=O)CCC(=O)OC)C(=O)C=C2C=C1C1CC1 (stereo not drawn) | i | -5.4 | -44.9 | 1.3 | 0.9 | 2.9 | 0.2 | -11.0 | -8.6 | i
CC1CCCC(C)N1CCCNC(=O)c1cc2c(s1)-c1ccccc1OC2 (stereo not drawn) | i | 3.5 | -3.5 | 2.1 | -5.3 | -0.2 | -0.2 | 0.1 | -2.4 | i

Compounds as they come; any-hit rate near 3.8%.
